Source: PubChem BioAssay
RAD52 inh – blocks human RAD52 DNA annealing; P43351; recombinant RAD52 DNA annealing, FRET fluorescence; inhibition, % at 18.7 µM; 0.46% of 360,000 active;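 active = every replicate showing at least 50% inhibition; inconclusive = mean inhibition at least 50% but not in every replicate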
ARNT-TACC3 inh – disruptors of human ARNT/TACC3 interaction | Q9Y6A5 | AlphaScreen His-ARNT PAS-B/GST-TACC3 binding, luminescence; TACC3 fragment carries E629A point mutation | inhibition, % at 9.99 µM | 0.66% of 390,000 active;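 active = mean inhibition of replicates at least 50% and at least half of replicates each reaching 50%; inconclusive = half or more replicates reach 50% but mean below 50%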;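 note: 0% = complete ARNT plus TACC3 wells and 100% = ARNT alone without TACC3; many hits fall short of the cut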
E-sel inducer – E-selectin induction on HUVECs; activation, % at 7.58 µM; HUVEC E-selectin immunofluorescence imaging; normalized: neutral wells 0, TNF-alpha wells 100; 0.37% of 260,000 active; P16581;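 active = mean E-selectin-positive cell signal at least 10% of the positive control, reached in at least 60% of replicates, without over 20% cell loss; inconclusive = no rule given, readout overlaps actives, possibly toxicity-flagged; inactive = the rest, including those meeting only one limit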;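 note: in these data hits start at about 27%; measured in HUVEC primary endothelial cells; signal is the percent of cells scored E-selectin positive by PE staining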
Target sequence (P16581 whole entry, looked up): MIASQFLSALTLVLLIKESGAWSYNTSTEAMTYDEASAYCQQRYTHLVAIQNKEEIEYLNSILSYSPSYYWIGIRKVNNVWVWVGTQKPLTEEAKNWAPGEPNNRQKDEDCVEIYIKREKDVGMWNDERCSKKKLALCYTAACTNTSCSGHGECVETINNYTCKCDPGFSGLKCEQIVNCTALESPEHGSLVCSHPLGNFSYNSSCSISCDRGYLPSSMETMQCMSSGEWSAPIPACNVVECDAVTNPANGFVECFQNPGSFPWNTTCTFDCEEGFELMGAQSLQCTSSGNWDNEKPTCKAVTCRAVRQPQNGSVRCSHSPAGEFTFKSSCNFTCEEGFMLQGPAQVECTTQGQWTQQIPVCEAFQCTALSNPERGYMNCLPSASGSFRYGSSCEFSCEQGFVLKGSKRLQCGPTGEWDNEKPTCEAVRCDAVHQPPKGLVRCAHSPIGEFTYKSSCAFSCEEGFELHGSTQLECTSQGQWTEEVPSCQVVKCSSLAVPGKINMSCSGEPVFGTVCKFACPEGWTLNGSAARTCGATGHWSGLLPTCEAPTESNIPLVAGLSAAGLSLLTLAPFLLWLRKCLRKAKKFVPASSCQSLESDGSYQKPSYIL
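Test system: HUVEC | Signal: Immunofluorescence imaging | Read-out: Percent E-selectin-positive cells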
PglD DTNB – inhibitors of Campylobacter jejuni PglD acetyltransferase. purified PglD enzyme, DTNB colorimetric CoA detection. inhibition, % at 12.5 µM. 0.098% of 360,000 active. AID 602405; in the data active = inhibition above about 16%, passing the limit was not always enough; inconclusive = no clear call, values can overlap the other calls; note: strong numbers were not always called active
esBAF inh – inhibitors of esBAF chromatin remodeling in mouse ES cells. AID 602393. Bmi1-luciferase knock-in reporter, 24 h; 100% = twice the neutral-well signal. reporter increase, % at 12.5 µM. 2% of 350,000 active; in the data active = activation above about 40%; inconclusive = no clear call, values can overlap the other calls;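 note: 0% = median of the plate's neutral control wells and 100% = double that signal; a rise in the Bmi1 reporter signal indicates esBAF inhibition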
RAD54 branch – inhibitors of human RAD54 branch migration | inhibition, % at 10.4 µM | RAD54 Holliday junction branch migration, FAM/BHQ fluorescence | Q92698 | AID 602329 | 0.14% of 360,000 active;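 active = mean normalized replicate activity at least 40 and at least half of replicates scoring 40 or more; inconclusive = only one of the two criteria met; inactive = mean below 40 and under half of replicates reaching 40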;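 note: 0% = median of neutral control wells and 100% = median of positive control wells; inhibitors cause a drop in the FAM fluorescence signal; in these data hits start at about 50%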
Casp6 inh – blocks human caspase-6 cleavage activity | 0.53% of 350,000 active | purified caspase-6, Z-VEID-R110 cleavage fluorescence | inhibition, % at 12.5 µM;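 active = mean inhibition across replicates at least about 35%, with every replicate also reaching that limit, limit read from the data; inconclusive = only one of the two criteria met; inactive = neither criterion met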;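 note: 0% = median of neutral control wells and 100% = no fluorescence left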
ERp5 block – ERp5 (human) disulfide isomerase inhibition; inhibition, % at 9.99 µM; 0.05% of 350,000 active; Q15084; ERp5 insulin aggregation, absorbance 650 nm, 90 min;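 active = mean replicate inhibition above about 25%, with every replicate also reaching it, limit read from the data, passing the limit was not always enough; inconclusive = only one of those two criteria met; inactive = neither criterion met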
Target sequence (Q15084 whole entry, looked up): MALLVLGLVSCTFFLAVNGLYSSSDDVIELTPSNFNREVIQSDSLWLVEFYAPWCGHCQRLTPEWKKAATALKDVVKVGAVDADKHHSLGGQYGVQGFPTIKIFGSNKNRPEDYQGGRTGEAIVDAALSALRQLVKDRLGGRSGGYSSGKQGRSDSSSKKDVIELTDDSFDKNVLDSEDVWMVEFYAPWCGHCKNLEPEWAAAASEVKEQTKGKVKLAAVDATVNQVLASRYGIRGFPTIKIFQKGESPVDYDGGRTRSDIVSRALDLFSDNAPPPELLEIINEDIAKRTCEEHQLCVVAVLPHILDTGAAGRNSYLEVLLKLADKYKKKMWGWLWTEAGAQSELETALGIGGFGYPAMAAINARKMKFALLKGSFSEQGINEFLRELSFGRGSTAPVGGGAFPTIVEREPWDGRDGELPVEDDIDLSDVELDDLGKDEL
The depositor's hits bear a star; ? = inconclusive; . = not tested or not shown; & = joins results of further samples. The order is random; 3.2% or so of the library scored in one or more.

Below each compound: RAD52 inh	ARNT-TACC3 inh	E-sel inducer	PglD DTNB	esBAF inh	RAD54 branch	Casp6 inh	ERp5 block
> N#Cc1c(N)n(CCNC(=O)c2ccccc2)c2nc3ccccc3nc12
    -62	1	0.1	.	.	.	1	-6
> O=C(CSCc1ccc(Br)cc1)Nc1ccc(S(=O)(=O)N2CCCCCC2)cc1
    .	-4	.	-2	-4	-17	.	.
> O=C(Nc1ccc(Cl)cn1)C1CCN(S(=O)(=O)c2cccs2)CC1
    -20	-3	-2.0	2	-8	.	1	3
> Cc1nc(C(=O)NNC(=O)c2ccccc2Cl)c(C(F)(F)F)o1
    -4	-10	0.0	-3	.	-3	0	-2
> C[C@H](CO)N1C[C@H](C)[C@H](CN(C)S(=O)(=O)c2ccccc2)OCCCC[C@H](C)Oc2ccc(NC(=O)Nc3ccc(F)cc3)cc2C1=O
    -18	5	0.1	3	5	2	4	0
> Cc1cc(C)nc(SCc2ccc(C(=O)N/N=C/c3ccccc3C(=O)O)cc2)n1
    -2	20	.	.	.	.	3	6
> Cc1cc(NC(=O)c2cc(CC(C)C)on2)n(-c2ccccc2)n1
    -2	-3	.	2	5	-5	-2	2
> COc1ccc(CC(=O)Nc2cccc(-c3nnc(-c4ccc(C)cc4)o3)c2)cc1OC
    -3&-15	4	.	2	15	2	-2&4	-2&-4
> CC(C)CNC(=O)CN1C(=O)NC2(CCCc3ccccc32)C1=O (stereo unspecified)
    3	3	.	-9	-6	-9	-1	-3
> C[C@@H]1CCCCO[C@H](CN(C)Cc2ccc3c(c2)OCO3)[C@@H](C)CN([C@H](C)CO)C(=O)c2cc(NC(=O)NC3CCCCC3)ccc2O1
    13	-14	-0.2	0	-5	3	-1	-2
> COC(=O)CCCCCCC(=O)NOCc1ccccc1
    11	-2	.	3	.	-1	2	6
> CC(C)(C)OC(=O)NN1CC(=O)N2[C@@H](Cc3c([nH]c4ccccc34)C2(C)C)C1=O
    -12	10	-0.1	5	2	3	0	-1
> Cc1cc(OCCN2CCC(Cc3ccccc3)CC2)ccc1[N+](=O)[O-]
    23	14	.	3	0	10	0	0
> O=C(NCc1ccco1)c1cccs1
    .	-4	.	3	-5	-13	.	.
> Cc1[nH]nc2c1C(c1ccc(Br)cc1)N(c1ccccc1)C2=O (stereo unspecified)
    0	.	-0.1	.	.	.	0	0

The closing 2 entries of the part before are carried over, then new ones follow:
Below each compound: RAD52 inh	ARNT-TACC3 inh	E-sel inducer	PglD DTNB	esBAF inh	RAD54 branch	Casp6 inh	ERp5 block
> O=C(NCc1ccco1)c1cccs1
    .	-4	.	3	-5	-13	.	.
> Cc1[nH]nc2c1C(c1ccc(Br)cc1)N(c1ccccc1)C2=O (stereo unspecified)
    0	.	-0.1	.	.	.	0	0
> CCC1CCCCN1C(=O)C(=O)c1cn(CC(=O)N(CC)CC)c2ccccc12 (stereo unspecified)
    -7	-6	-0.5	-2	.	3	0	1
> O=C(O)CC/C(=N\Nc1ccc(Cl)cc1)c1cccs1
    -29	-4	.	-2	8	6	-2	4
> Cc1ccc(S(=O)(=O)Oc2ccccc2)cc1
    2	-9	-3.0	.	19	.	-1	4
> Cc1nn(CC(=O)Nc2ccc3c(c2)nc(CN2CCCC2)n3C)c(=O)c2ccccc12
    -28	4	.	-3	1	-1	-3	4
> C[C@H](O)C#Cc1ccc2c(c1)O[C@H](CN(C)C(=O)CN(C)C)[C@H](C)CN([C@H](C)CO)S2(=O)=O
    -7	.	0.1	.	.	.	2	6
> COC(=O)C1CCCN1C(=O)C12CC3CC(CC(C3)C1)C2 (stereo unspecified)
    -6	32	.	5	9	-4	2	4
> O=C(CSC1CC(=O)N(CC(c2ccccc2)c2ccccc2)C1=O)Nc1ccc(Cl)cc1 (stereo unspecified)
    .	-5	-0.1	0	11	4	.	.
> CCCc1cc(C(=O)N(C2CCCCC2)C2CCCCC2)no1
    -2	-3	-0.2	-2	0	-1	-1	4
> CC(=O)c1ccc(NC(=O)C(C)N2CCN(C/C=C/c3ccccc3)CC2)cc1 (stereo unspecified)
    -11	5	.	.	.	.	-1	2
> Cc1ccc(S(=O)(=O)Nc2ccc3c(c2)C(=O)N([C@H](C)CO)C[C@H](C)[C@H](CN(C)C(=O)CCC(F)(F)F)OCCCC[C@H](C)O3)cc1
    29	24	.	-1	7	1	2	-5
> C[C@@H]1CN([C@H](C)CO)S(=O)(=O)c2ccc(C#C[C@@H](C)O)cc2O[C@@H]1CN(C)Cc1ccc(-c2ccccc2)cc1
    -21&-21&1	5&0	3.6&0.0	-1&-1	5&-8&-7	-1&1	0&-3&-2	1&-6&-1
> CCC1CCCCN1S(=O)(=O)c1ccc([N+](=O)[O-])cc1 (stereo unspecified)
    -10	-2	.	-17	-3	-3	-13	-4
> COc1ccc2c(c1)c(=O)oc1cc(OCC(=O)NC3CCCCC3)ccc12
    .	4	.	-4	17	-10	.	.
> CCN(C(=O)COC(=O)c1ccc(C)c(S(=O)(=O)N2CCCCC2)c1)C1CCS(=O)(=O)C1 (stereo unspecified)
    -5	.	.	6	-2	-14	5	-4
> Cc1sc2nc(SCC(=O)N(CCO)CCO)nc(N)c2c1C
    -7	-7	.	.	.	.	8	5
> Cc1ccc(S(=O)(=O)N[C@H]2C=C[C@H](CC(=O)N3CCc4ccccc4C3)O[C@@H]2CO)cc1
    -8	-1	-0.6	-3	2	3	1	2
> COc1cc2c(cc1OC)CN(C1CCCN(Cc3cc(Cl)ccc3O)C1)CC2 (stereo unspecified)
    -16	17	.	2	-5	-6	2	6
> COc1ccccc1NC(=O)N(C)C[C@@H]1Oc2cc(Br)ccc2S(=O)(=O)N([C@@H](C)CO)C[C@H]1C
    3	7	0.3	0	-3	0	0	-8
> COc1ccc(S(=O)(=O)N(C)C[C@H]2Oc3c(NS(=O)(=O)c4cccs4)cccc3C(=O)N([C@@H](C)CO)C[C@@H]2C)cc1
    -3	.	-0.2	.	.	.	2	-1
> Cc1ccccc1Sc1c(C#N)c(-c2ccccc2)nn1C
    .	-3	.	-1	-10	-10	.	.
> Cc1sc2nc(SCC(=O)N(C)Cc3ccccc3)n(-c3ccccc3)c(=O)c2c1C
    .	-1	.	-5	-6	-7	.	.
> O=C(C[C@H]1CC[C@@H](NC(=O)Cc2cccnc2)[C@@H](CO)O1)Nc1ccc(-c2ccccc2)cc1
    1	-8	1.1	3	3	-16	1	-3
> Cc1cccc(NC(=O)c2ccccn2)c1C
    .	-1	2.6	5	63*	5	.	.
> Cc1c(C)c2ccc(OC(C)C(=O)N3C[C@H]4C[C@@H](C3)c3cccc(=O)n3C4)c(C)c2oc1=O (stereo partly specified)
    1	-17	.	-9	-4	-17	3	0
> Cc1cc([N+](=O)[O-])nn1CC(=O)N/N=C/c1ccccc1O
    -17	68*	-0.2	.	10	.	-5	0
> O=C(O)c1ccc(OCCn2ccnc2)cc1
    -5	2	-0.3	10	2	12	2	-2
> Cc1cc(NC(=O)CSc2nc(=O)n3cc(Cl)ccc3n2)no1
    -22	-1	?	.	.	.	7	-10
> CC(=O)Nc1cccc(-c2ccnc3c2CC(C(=O)Nc2ccccc2)O3)c1 (stereo unspecified)
    -13	.	-0.1	-6	4	6	1	-3
> CCn1nnc(-c2ccc(N)cc2)n1
    -4	.	5.8	10	9	-1	-4	-4
> Cc1noc(NS(=O)(=O)c2ccc(NC(=O)COc3ccc(C#N)cc3)cc2)c1C
    -15	-3	0.0	.	.	.	1	-5

As entered above:
Reading of COc1ccccc1NC(=O)N(C)C[C@@H]1Oc2cc(Br)ccc2S(=O)(=O)N([C@@H](C)CO)C[C@H]1C under esBAF inh: -3
Reading of O=C(C[C@H]1CC[C@@H](NC(=O)Cc2cccnc2)[C@@H](CO)O1)Nc1ccc(-c2ccccc2)cc1 under ERp5 block: -3

Additional results follow:
Below each compound: RAD52 inh	ARNT-TACC3 inh	E-sel inducer	PglD DTNB	esBAF inh	RAD54 branch	Casp6 inh	ERp5 block
> NC(=O)c1ccc(NC(=O)COC(=O)C2COc3ccccc3O2)cc1 (stereo unspecified)
    -20	-8	0.0	7	.	1	-1	3
> C=CCNC(=S)N/N=C(\C)c1ccccn1
    .	59*	.	4	-33	9	.	.
> CCOC(=O)c1cn(-c2ccc(F)c(F)c2F)c2c(F)c(F)c(F)cc2c1=O
    .	-21	.	1	1	-5	.	.
> CO[C@H]1CN(C)C(=O)c2ccc(NC(=O)C3CCCC3)cc2OC[C@H](C)N(C)C[C@@H]1C
    4	.	-0.1	.	.	.	-1	-4
> O=C(COC(=O)c1cccc(NS(=O)(=O)c2ccc(F)c(F)c2)c1)NC(=O)NC1CCCC1
    6	1	0.3	.	.	.	0	?
> COc1ccc(NC(=O)Nc2ccc3c(c2)[C@H]2C[C@@H](CC(=O)NCC(F)(F)F)O[C@@H](CO)[C@H]2O3)cc1
    7	-1	2.0	1	2	2	-1	-1
> COc1ccccc1CN1CC(C(=O)NCCCCc2ccccn2)CCC1=O (stereo unspecified)
    -23	.	-0.1	-2	-4	-14	-2	-3
> O=C(N/C(=C\c1ccco1)C(=O)N1CCCC(CO)C1)c1ccccc1 (stereo unspecified)
    -27	3	0.0	-1	-2	-4	-3	-1
> Cc1ccc(C)c(N2CC(C(=O)OCC(=O)Nc3cc(C)on3)CC2=O)c1 (stereo unspecified)
    -12	.	.	-3	.	-3	-2	0
> COc1ccc(CCN2C(=NC(=O)CCC(=O)O)SC3CS(=O)(=O)CC32)cc1 (stereo unspecified)
    .	0	.	3	-4	7	.	.
> COc1ccc(C(=O)NCc2ccncc2)cc1S(=O)(=O)NCc1ccc(Cl)cc1
    5	5	.	1	-1	-9	-8	-4
> C[C@H](CO)N1C[C@H](C)[C@H](CN(C)C(=O)Nc2ccc3c(c2)OCO3)Oc2ccc(NS(=O)(=O)c3ccc(Cl)cc3)cc2C1=O
    -15	-3	0.8	-7	-2	3	-1	-6
> C[C@H](CO)N1C[C@H](C)[C@@H](CN(C)Cc2ccc(C(=O)O)cc2)Oc2ccc(NC(=O)Nc3ccc(F)cc3)cc2CC1=O
    3	3	38*	-5	-3	2	-2	0
> C=CCN1C(=O)N(/C=C/C)c2cccc3cccc1c23
    .	1	.	1	5	0	.	.
> CCCCNC(C(=O)Nc1ccc([N+](=O)[O-])cc1Br)c1ccccc1 (stereo unspecified)
    -14	1	-0.1	.	.	.	0	-5
> c1ccc(CN2CCC3(CC2)Nc2ccccc2S3)cc1
    -3	6	.	.	.	.	-4	2
> CC(=O)Nc1ccc(N2C(=O)CSC2c2cccc(Br)c2)cc1 (stereo unspecified)
    2	5	0.1	9	-3	-6	3	7
> CC1=C(C(N)=O)C(c2ccc(Br)cc2)n2nc(CCCO)nc2N1 (stereo unspecified)
    -11	3	0.2	0	3	-2	-2	1
> O=C(Cc1ccc(Br)cc1)Nc1ccc(S(=O)(=O)Nc2ncccn2)cc1
    -4	-3	.	-2	-3	-3	-2	2
> Cc1noc(C)c1S(=O)(=O)Nc1ccc2c(c1)C(=O)N([C@@H](C)CO)C[C@@H](C)[C@@H](CN(C)C(=O)Nc1cccc3ccccc13)OCCCC[C@@H](C)O2
    -15	-7	0.3	1	-1	-9	5	0
> O=C(C[C@@H]1CC[C@@H]2[C@H](COC[C@H](O)CN2C(=O)Nc2ccccc2)O1)NCCc1ccncc1
    -3	-2	0.2	-1	10	6	1	2
> Cc1c(N)cccc1Cl
    -2	.	.	3	-5	-6	-5	-2
> Cc1cc(Cl)ccc1NC(=S)NCCc1ccc(S(N)(=O)=O)cc1
    8	.	.	2	.	11	0	-3
> C[C@@H]1CN([C@H](C)CO)C(=O)c2cc(C#CCN(C)C)cnc2O[C@@H]1CN(C)Cc1ccc(-c2ccccc2)cc1
    -7	10	0.8	-2	-1	-11	2	-4
> CC(C)CC(COCc1ccc(F)cc1)N1CCN(C(=O)c2cccc(C(F)(F)F)c2)CCC1=O (stereo unspecified)
    0	-1	0.0	3	-2	6	-3	1
